KB-V1 cytotox – KB-V1 MDR subline cytotoxicity. KB-V1 MDR cells viability, CellTiter-Glo, 72 h. Potency, µM (titrated, usually from 46.1 µM), without a hit: top-dose activity change, negative = cytotoxicity, hits mostly cytotoxic. hit rate 3.4% among 400,000. AID 1347076; also: potency is read from the fitted curve at half-maximal effect; % is scaled to controls: 0 for no effect and ±100 for the full control effect; nearly all actives have a fitted effect of over 60% in size
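KB-V1, DMEM (no phenol red) + 10% FBS; cpd pin-transferred, titration series; 72 h, 37 degrees C; CellTiter-Glo, luminescence. Data normalized, curve-fit.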
MCF10A rereplic – induces DNA re-replication in MCF 10a normal breast cells | Potency, µM (highest dose often 46.1 µM), for inactives: top-dose activity, positive = re-replication, hits mostly activators | hit rate 2.9% among 350,000 | AID 624296 | MCF 10A DNA re-replication, Hoechst nuclear intensity, 48 h; also: potency is read from the fitted curve at half-maximal effect; % of control where 0% means no effect; nearly all actives have a fitted effect of over 50% in size
IL-1B inflam inh – inflammasome signaling inhibition, IL-1 beta readout; THP-1 LPS/ATP IL-1B secretion, AlphaLISA, 16 h; active compounds read low; activity change, % at 57.5 µM; hit rate 4.7% among 360,000; in the data active = activity change below about -50%; inconclusive = mostly about -30% to -49%; also: % is scaled to controls: 0 for no effect and ±100 for the full control effect
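THP-1 cells pretreated 1 hr with compounds (up to 57.5 uM final), then stimulated with LPS (250 ng/mL final) plus ATP (1.25 mM final); secreted IL-1B measured by AlphaLISA after 16 hr, decreased signal indicating inhibition.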
ATXN2 expr inh – ATXN2 expression inhibition. HEK-293 ATXN2-luciferase reporter, luminescence, 24 h. Potency, µM (series often up to 57 µM), for inactives: top-dose activity change, negative = inhibition, most hits filed as inhibitors. hit rate 0.72% among 360,000; also: potency is read from the fitted curve at half-maximal effect; % is scaled to controls: 0 for no effect and ±100 for the full control effect; nearly all actives have a fitted effect of over 55% in size
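qHTS (up to 57 uM final) was run with 24 h compound exposure of reporter cells at 37 °C. Each well was multiplexed: SteadyGlo luminescence measured ATXN2-luciferase expression after a fluorogenic Gly-Phe-AFC viability readout (25 uM final).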
WRN inhibitor – inhibitors of human WRN helicase | hit rate 0.46% among 360,000 | WRN helicase unwinding, fluorescent forked duplex, kinetic | AID 651768 | Potency, µM (series often up to 114 µM), for inactives: at the highest dose activity change, negative = inhibition, hits mostly inhibitors; also: potency is read from the fitted curve at half-maximal effect; % is scaled to controls: 0 for no effect and ±100 for the full control effect; nearly all actives have a fitted effect of over 55% in size
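Kinetic fluorescence helicase assay: unwinding of a quenched forked DNA duplex (100 nM final) with 2 mM ATP final raises red fluorescence (525/598 nm). Compounds sat 15 min at room temperature with 20 nM WRN beforehand.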
HT1080 IDH1KD tx – HT-1080 IDH1 knockdown cell toxicity (counter line); HT-1080 IDH1 knockdown viability, ATP luminescence, 48 h; Potency, µM (highest dose often 46.1 µM), for inactives: at the highest dose activity, negative = toxicity, most hits filed as cytotoxic; hit rate 2% among 360,000; AID 686971;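 also: potency is read from the fitted curve at half-maximal effect; 0% = DMSO wells and -100% = cell-free medium wells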
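Using the IDH1-knockdown HT-1080 line run in the same batch and compound series as the NT line, viability after 48 h at 37 °C was determined by CellTiter-Glo luminescence and expressed as % activity.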
HT1080NT lethal – kills 2HG-producing HT-1080-NT fibrosarcoma cells | HT-1080-NT fibrosarcoma viability, CellTiter-Glo ATP luminescence, 48 h | hit rate 1.6% among 360,000 | Potency, µM (series often up to 46.1 µM), for inactives: top-dose activity, negative = less viability, actives largely listed as cytotoxic;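 also: NT is the 2HG producing partner of a matched IDH1 knockdown line; potency is read from the fitted curve at half-maximal effect; 0% = DMSO-treated cells and -100% = media-only wells without cells; nearly all actives have a fitted effect of over 55% in size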
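HT-1080-NT; 750 cells/well; 5% FBS RPMI; 48 h compound, 37 degrees C; CellTiter-Glo luminescence; curve fitting and curve-class assignment.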
SW480 rerep – DNA re-replication induction in SW480 cells; Potency, µM (series often up to 46.1 µM), for inactives: at the top dose re-replication activation, most hits filed as activators; SW480 DNA re-replication, Hoechst DNA content imaging, 48 h; hit rate 1.8% among 340,000; also: potency is read from the fitted curve at half-maximal effect; % of control where 0% means no effect; nearly all actives have a fitted effect of over 55% in size
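SW480 cells exposed to compounds for 48 hr at 37 C, 5% CO2, then Hoechst-stained 40 min. Nuclear DNA content imaged by fluorescence scanning (405 nm excitation, 500-530 nm emission); re-replication scored as increased high-intensity nuclei.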
KB-3-1 cytotox – kills parental KB-3-1 adenocarcinoma cells. KB-3-1 viability, CellTiter-Glo ATP luminescence, 72 h. Potency, µM (doses to about 46.1 µM), without a hit: top-dose activity change, negative = cytotoxic, actives largely listed as cytotoxic. hit rate 1.4% among 400,000; also: potency is read from the fitted curve at half-maximal effect; % is scaled to controls: 0 for no effect and ±100 for the full control effect; nearly all actives have a fitted effect of over 60% in size
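Screening of KB-3-1 cells (DMEM, 10% FBS, phenol-red free) ran from lowest to highest compound concentration; after 72 h at 37 °C viability was read luminescently and curves fitted.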
The depositor's hits bear a star; i = inactive; ? = inconclusive; · = no result given; & = joins results of further samples; [ ] = dose if it differs, or a comment. Unless noted, calls follow the shape of the dose curve; as a rule, active = well fitted curve in the direction sought with a large enough effect; inconclusive = small, poorly fitted or top-dose-only effect, or another doubt; inactive = no such curve, though single readings can be large; an effect the other way counts as inactive or inconclusive.

SMILES	KB-V1 cytotox	MCF10A rereplic	IL-1B inflam inh	ATXN2 expr inh	WRN inhibitor	HT1080 IDH1KD tx	HT1080NT lethal	SW480 rerep	KB-3-1 cytotox
CCCN(CC(=O)Nc1ccccc1C)C(=O)c1ccc(N2CCCC2=O)cc1	1%	8%	-11	·	-4%	2%	4%	0%	2%
O=C(Nc1ccccc1N1CCN(C(=O)c2ccc(Cl)cc2)CC1)c1cccc([N+](=O)[O-])c1	-3%	?	2	-8%	-2%	-1%	-6%	4%	10%
O=C(NCC1CCCO1)c1cncc(Br)c1 (stereo unspecified)	?	4%	8	0%	3%	13%	2%	-13%	20%
CC(C)Oc1ccc(F)cc1-c1cc(C(=O)N2CCc3ccccc3C2)[nH]n1	-10%	·	-21	?	-8%	-22%	-19%	·	0%
COc1ccc2nc(NC(=O)c3c(C)noc3C)sc2c1	-20%	12%	-3	31%[activator]	-3%	1%	-1%[9.24 µM]	-32%[inhibitor]	-11%
O=C(NCC(=O)N1CCCC1)c1cccs1	-3%	-2%	11	35%[activator]	1%	7%	-7%	-4%	-1%
COc1ccc(C(CNC(=O)C(C)(C)Oc2ccc(Cl)cc2)N2CCOCC2)cc1 (stereo unspecified)	?	?	-21	9%	0%	2%	9%	0%	-1%
CN(CC(=O)Nc1ccc(F)cc1)C(=O)c1ccccc1Sc1ccccc1C#N	?	6%	3	-6%	-3%	-15%	-1%	-6%	-10%
Cc1sc2nc(SCc3nc(-c4ccccc4)no3)n(-c3ccccc3)c(=O)c2c1C	13%	1%	2	0%	6%	12%	17%	-2%	9%
S=C(NCC(c1ccco1)N1CCCC1)Nc1ccccc1 (stereo unspecified)	4%	-1%	-10	2%	6%	-1%	12%	-3%	8%
Cc1ccc(N2CCN(C(=O)c3ccccc3F)CC2)c(C)c1	-10%	17%	-6	-23%	6%	14%	0%	1%	0%
CSc1nc(O)c(C(c2ccccc2)c2c(O)nc(SC)[nH]c2=O)c(=O)[nH]1	0%	-29%[9.22 µM]	-1	-9%	2%	5%	5%	-9%	7%
Cc1ccccc1N(CC(=O)O)S(C)(=O)=O	29%	-2%	-5	-5%	-3%	-2%	6%	-7%	11%
Cc1c([N+](=O)[O-])c(C/C=N/O)nn1C	10%	17%	6	-12%	-23%	25%	27%	4%	-3%
CC(=O)Nc1ccc(NC(=O)C(C)OC(=O)CCCOc2ccc(Cl)c(C)c2)cc1 (stereo unspecified)	-17%	0%	7	-5%	-6%	3%	10%	-2%	-2%
Cc1cc(C)nc(-n2nc(C)c3c(C(F)(F)F)cc(=O)[nH]c32)n1	22%	-5%	8	-19%	-1%	6%	15%	1%	-4%
C/C(=N\NC(=O)c1ccc(COc2ccccc2)cc1)c1ccncc1	-14%	0%	0	13%	-11%	-18%	?	?	2%
COc1ccc(NC(=O)CC(CC(=O)O)c2cc(OC)c(OC)c(OC)c2)cc1 (stereo unspecified)	-7%	1%	11	9%	2%	-7%	-6%	-8%	-3%
Cc1cccc(NC(=S)N=Nc2c(O)[nH]c3ccccc23)c1	0%	6.5µM*	15	?	?	?	?	?	-13%
COCCCn1cc(C(=O)c2cc(OC)ccc2OCC(=O)N2CCCCC2C)cc(C#N)c1=O (stereo unspecified)	0%	-4%	-8	-6%	1%	13%	18%	-5%	-6%
CCc1nn(CCCC(=O)NCc2ccc(C)cc2)c(=O)c2cc3occc3n12	-8%&-4%	5%	-2	3%	1%	-1%	0%	2%	1%&1%
CSc1ncccc1C(=O)NC1CCCc2c1cnn2-c1ccc(C)c(C)c1 (stereo unspecified)	?	-20%	i	-37%	-24%	-3%	?	?	-17%
CCn1nc(C)c(CNCc2cn[nH]c2-c2cc3ccccc3o2)c1C	11%	1%	9	15%	3%	4%	-24%	-1%	-5%
C=CCn1c(O)c(N=Nc2ccccc2)c2ccccc21	-16%	16%	9	-1%	0%	11%	-5%	27%	0%
O=S(=O)(c1cccc(S(=O)(=O)N2CCOCC2)c1)N1CCCCCC1	8%	21%	8	·	6%	1%	5%	-11%	2%
Cc1ccc(CNC(=O)Nc2ccc(F)cc2F)n1C	?	6%	29	3%	2%	9%	16%	4%	-2%
COc1ccc(C(=O)NCC(=O)N/N=C(\C)Cc2ccccc2)cc1	-3%	-5%	-11	·	4%	-2%	-5%	0%	4%
Cc1ccc2c(C(=O)N3CCN(c4ccccc4)CC3)cc(-c3cccnc3)nc2c1C	-20%	?	-64*	-15%	-19%	23µM*	?	5%	1%
CCC(C)OC(=O)C1C(c2ccccc2)C(C(=O)O)C1c1ccccc1 (stereo unspecified)	1%	1%	6	-5%	2%	-9%	-21%	-13%	-11%
O=C(CCCCCBr)N1CCC(CC2CC(c3ccc(Cl)cc3)=NO2)(C(=O)NCC2CCCCC2)CC1 (stereo unspecified)	?	2%	-19	13%	-1%	0%	0%	2%	0%

Structural class: those above containing a Cl atom
SMILES	KB-V1 cytotox	MCF10A rereplic	IL-1B inflam inh	ATXN2 expr inh	WRN inhibitor	HT1080 IDH1KD tx	HT1080NT lethal	SW480 rerep	KB-3-1 cytotox
O=C(Nc1ccccc1N1CCN(C(=O)c2ccc(Cl)cc2)CC1)c1cccc([N+](=O)[O-])c1	-3%	?	2	-8%	-2%	-1%	-6%	4%	10%
COc1ccc(C(CNC(=O)C(C)(C)Oc2ccc(Cl)cc2)N2CCOCC2)cc1 (stereo unspecified)	?	?	-21	9%	0%	2%	9%	0%	-1%
CC(=O)Nc1ccc(NC(=O)C(C)OC(=O)CCCOc2ccc(Cl)c(C)c2)cc1 (stereo unspecified)	-17%	0%	7	-5%	-6%	3%	10%	-2%	-2%
O=C(CCCCCBr)N1CCC(CC2CC(c3ccc(Cl)cc3)=NO2)(C(=O)NCC2CCCCC2)CC1 (stereo unspecified)	?	2%	-19	13%	-1%	0%	0%	2%	0%

(more compounds)
SMILES	KB-V1 cytotox	MCF10A rereplic	IL-1B inflam inh	ATXN2 expr inh	WRN inhibitor	HT1080 IDH1KD tx	HT1080NT lethal	SW480 rerep	KB-3-1 cytotox
COc1ccc(NC2=Nc3ccccc3N3C2=Nc2c(c(C)nn2-c2ccc(C)cc2)C3c2cccnc2)cc1 (stereo unspecified)	?	4.6µM*	-8	-11%	4%	6%	9%	2.9µM*	8%
COc1ccc(CNS(=O)(=O)c2ccc(F)cc2Br)cc1	0%	-17%	20	-5%	-6%	2%	3%	-1%	0%
CC(CCc1ccccc1)NC(=O)COC(=O)CC1CC2CCC1C2 (stereo unspecified)	-1%	1%	9	-1%	-25%	-5%	6%	·	25%
CCOc1ccccc1N1CCN(C(=O)CCCc2nc3ccccc3s2)CC1	-27%	?	5	14%	-14%	1%	0%	10%	0%
COC(=O)CCC(=O)N1CCc2cc(S(=O)(=O)N3CCN(c4ccccc4Cl)CC3)ccc21	1%	5%	13	-6%	-25%	9%	1%	0%	-8%
CC(C)NC(=O)c1c2c(nc3ccccc13)CCCC2	24%	1%	0	-3%	2%	3%	9%	2%	3%
OCCCNc1ncnc2scc(-c3ccc(Cl)cc3)c12	?	2%	-20	27%	7%	?	-34%	-7%	-10%
CCCSc1nn2c(=O)c3ccccc3nc2s1	-29%	0%	15	-3%	-13%	-11%	-2%	-4%	4%
CC(/C=N/O)Cc1ccc2c(c1)OCO2 (stereo unspecified)	-2%	10%	0	8%	-3%	0%	-1%	12%	-5%
CCOC(=O)C1(Cc2ccccc2)CCN(Cc2ccc(C)s2)CC1	?	?	-26	-37%	1%	-29%	-17%	0%	-1%
Cc1ncc([N+](=O)[O-])n1CCOC(=O)NC(NCc1ccccc1Cl)C(Cl)(Cl)Cl (stereo unspecified)	7.3µM*	25%	-29	-15%	-9%	-4%	-1%	?	?
CCn1c(SCc2nc3sc(C(=O)O)c(C)c3c(=O)[nH]2)nnc1-c1ccc(Cl)cc1	-13%	0%	0	7%	-18%	3%	4%	-3%	30%
O=c1ccc(S(=O)(=O)N2CCCC2)cn1Cc1nc(-c2ccc(F)cc2)no1	?	?	12	3%	0%	0%	0%	4%	-1%
Cc1cc(=O)oc2c(C)c(OCC(=O)N3CCN(c4ccc(F)cc4)CC3)ccc12	?	-7%	27	-25%	-2%	-12%	-26%	1%	0%
CC(C)CCN1CC(O)=C(c2nc(-c3ccc(Cl)cc3)cs2)C1=N	-6%	-1%	2	-25%	2%	3%[9.24 µM]	11%	1%	13%
COCCCN1C(=O)C(=O)/C(=C(/O)c2ccc(OC)cc2)C1c1cccc(OC)c1 (stereo unspecified)	?	-3%	16	-1%	-4%	1%	4%	-6%	11%
COc1cc(C)c(Cl)c(C)c1S(=O)(=O)NCc1cccnc1	1%	0%	22	-5%	-4%	-11%	-10%	1%	21%
COc1ccc(NC(=O)c2c(C)noc2C)cc1S(=O)(=O)N1CCCCC1	-7%	·	-8	·	-3%	6%	-2%	·	16%
Cc1oc(-c2cccc(Cl)c2)nc1CN1CCCC(C(=O)NC(C)c2ccc3c(c2)OCCO3)C1 (stereo unspecified)	26µM*	?	?	?	-9%	16µM*	?	?	?
NS(=O)(=O)c1ccc(CNc2ccc3ccccc3n2)cc1	-27%	-9%	37	20%	3%	1%	0%	-13%	-2%
N#Cc1ccccc1NC(=O)CSc1nccn1CCc1ccccc1	-10%	3%	-18	58%[activator]	9%	7%	-14%	-6%	-1%
Cc1noc(C)c1CSc1nnc(-c2c[nH]c3ccccc23)n1-c1ccc(Cl)cc1	-7%	8%	4	-20%	-9%	1%[9.24 µM]	2%	-9%	10%
O=C(NCC(=O)N1CCN(Cc2ccccc2)CC1)c1ccc(Br)cc1	-14%	5%	-14	?	6%	?	-7%	24%	?
O=C1[C@@H]2Cc3c([nH]c4ccccc34)CN2C(=O)CN1CCCCCO	?	-14%	13	-7%	0%	-3%	-3%	-26%	-5%

Source: PubChem BioAssay (National Center for Advancing Translational Sciences (NCATS))
